High-throughput results from PubChem.
CRE-bla Fsk = alters forskolin-stimulated CRE reporter signaling in CHO cells; actives 2.5% (n = 71,000); Potency, µM (titrated, usually from 38.2 µM), for the others: top-dose activity change, negative = inhibition, hits mostly activators; CHO CRE-bla reporter (cAMP response element driving beta-lactamase), forskolin EC10, beta-lactamase ratio; active means well fitted activation curve with a large enough effect in the signal ratio, with a control signal flat, not every such curve was filed as active; inconclusive means small, poorly fitted or top-dose-only effect, or effect the other way, or a change in a side signal; the % refers to the signal ratio; further: potency means the concentration at half of the fitted maximal effect; % of control where 0% means no effect
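Titrated compounds plus EC10 NKH 477 on CHO CRE-bla cells, 3 h, 37 °C. CCF4, 2 h RT. Ratio 460/530 nm → AC50.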
4MU fluor = compound fluoresces in the 4-MU spectral region | compound autofluorescence, 340/450 nm, 4-MU equivalents; stronger effect = higher value | max dye-equivalent concentration, M | actives 11% (n = 59,000) | AID 589; in the data active means max dye-equivalent concentration above about 10 nM; inconclusive means mostly about 1.1 nM to 9.6 nM
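Compounds in 100 mM Tris, pH 8.0, sat 15 min at room temperature before fluorescence was read at 340 nm excitation/450 nm emission; a per-plate six-point 4-MU standard curve converted signals to dye-equivalent concentration at each compound concentration.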
Pol III holo inh = inhibitors of bacterial DNA polymerase III holoenzyme. reconstituted DNA polymerase III holoenzyme replication, biochemical. Potency, µM (titrated, usually from 57.1 µM), without a hit: at the highest dose activity change, negative = inhibition. actives 0.25% (n = 71,000); further: potency means the concentration at half of the fitted maximal effect; on the % scale 0 is the no-effect control and ±100 the full control effect
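Reconstituted *E. coli* holoenzyme (0.35 nM Pol III, 1 nM beta, 154 nM SSB, 2 nM primase) was preincubated with compound for 15 min at RT. Synthesis on 1.4 nM ssM13Gori ran 35 min, then was stopped with PicoGreen/EDTA and read as dsDNA fluorescence.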
BRCT inh red = inhibitors of human BRCA1 BRCT-phosphoprotein interaction (red fluorophore) | Potency, µM (doses to about 76.9 µM), for the others: at the highest dose activity change, negative = inhibition, actives largely listed as inhibitors | P38398 | BRCT-phosphopeptide binding, red fluorescence polarization | actives 0.03% (n = 75,000); further: on the % scale 0 is the no-effect control and ±100 the full control effect
Target sequence (P38398 whole entry, looked up): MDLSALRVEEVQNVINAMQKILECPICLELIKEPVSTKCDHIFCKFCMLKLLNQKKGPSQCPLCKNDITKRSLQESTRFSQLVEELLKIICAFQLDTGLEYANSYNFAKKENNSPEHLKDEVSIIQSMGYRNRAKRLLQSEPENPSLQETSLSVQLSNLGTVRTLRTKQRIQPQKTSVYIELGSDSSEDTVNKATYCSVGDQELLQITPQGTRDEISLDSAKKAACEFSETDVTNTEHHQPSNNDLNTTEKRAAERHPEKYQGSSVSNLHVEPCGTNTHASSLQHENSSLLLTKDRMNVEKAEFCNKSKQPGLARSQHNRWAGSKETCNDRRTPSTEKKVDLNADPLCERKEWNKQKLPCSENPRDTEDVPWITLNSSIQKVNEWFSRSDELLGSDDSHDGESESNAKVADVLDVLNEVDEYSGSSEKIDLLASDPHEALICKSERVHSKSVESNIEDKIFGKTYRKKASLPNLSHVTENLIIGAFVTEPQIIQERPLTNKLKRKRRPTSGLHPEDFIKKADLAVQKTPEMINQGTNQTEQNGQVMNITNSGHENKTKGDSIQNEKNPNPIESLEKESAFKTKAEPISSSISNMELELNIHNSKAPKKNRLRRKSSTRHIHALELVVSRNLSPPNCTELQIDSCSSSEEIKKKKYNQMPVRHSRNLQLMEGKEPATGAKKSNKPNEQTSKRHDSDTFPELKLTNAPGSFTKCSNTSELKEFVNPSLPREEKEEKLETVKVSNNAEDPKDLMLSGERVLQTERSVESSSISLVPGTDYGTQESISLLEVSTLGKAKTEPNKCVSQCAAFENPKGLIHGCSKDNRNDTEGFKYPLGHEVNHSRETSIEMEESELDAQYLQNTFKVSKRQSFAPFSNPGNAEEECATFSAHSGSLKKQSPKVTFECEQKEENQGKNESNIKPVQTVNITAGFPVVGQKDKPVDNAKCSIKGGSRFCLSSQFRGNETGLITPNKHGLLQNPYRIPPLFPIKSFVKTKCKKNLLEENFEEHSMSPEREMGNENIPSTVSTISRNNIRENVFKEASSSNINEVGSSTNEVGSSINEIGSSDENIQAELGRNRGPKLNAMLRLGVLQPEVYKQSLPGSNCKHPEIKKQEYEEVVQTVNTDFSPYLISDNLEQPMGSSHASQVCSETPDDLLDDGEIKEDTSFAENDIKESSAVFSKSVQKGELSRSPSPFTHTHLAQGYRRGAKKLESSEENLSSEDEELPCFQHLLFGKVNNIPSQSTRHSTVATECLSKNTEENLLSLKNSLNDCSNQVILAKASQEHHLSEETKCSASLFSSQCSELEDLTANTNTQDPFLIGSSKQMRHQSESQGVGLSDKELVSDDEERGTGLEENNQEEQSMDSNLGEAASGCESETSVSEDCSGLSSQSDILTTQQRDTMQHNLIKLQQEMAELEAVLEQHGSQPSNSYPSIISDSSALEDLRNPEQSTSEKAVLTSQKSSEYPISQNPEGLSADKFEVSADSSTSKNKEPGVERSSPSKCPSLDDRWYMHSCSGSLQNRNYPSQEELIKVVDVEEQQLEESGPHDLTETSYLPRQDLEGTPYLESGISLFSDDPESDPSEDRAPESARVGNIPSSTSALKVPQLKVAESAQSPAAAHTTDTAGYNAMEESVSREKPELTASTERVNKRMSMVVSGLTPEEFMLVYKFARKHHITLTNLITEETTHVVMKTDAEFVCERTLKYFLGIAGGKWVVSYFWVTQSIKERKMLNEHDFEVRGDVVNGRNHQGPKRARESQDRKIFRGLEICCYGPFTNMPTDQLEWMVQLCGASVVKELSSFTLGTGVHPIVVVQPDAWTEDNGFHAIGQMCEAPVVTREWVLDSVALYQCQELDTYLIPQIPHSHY
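Rhodamine-labelled pBACH1 10-mer (100 nM) bound to BRCT domain (100 nM) at pH 7.3; compounds incubated 12 min room temperature, polarization read. Free peptide defines full inhibition; unlabelled decapeptide titrated as control.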
BRCT inh green = BRCA1 BRCT-phosphoprotein interaction inhibition; BRCA1 BRCT-phosphopeptide binding, green fluorescence polarization; Potency, µM (doses to about 76.9 µM), inactives show at the highest dose activity change, negative = inhibition, hits mostly inhibitors; actives 0.05% (n = 75,000);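 further: potency means the concentration at half of the fitted maximal effect; plate controls were peptide without protein for full effect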
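Compounds were incubated for 12 min at room temperature with a complex of 100 nM fluorescein-tagged pBACH1 decapeptide and 250 nM His-tagged BRCT protein. Buffer was phosphate pH 7.3 with EDTA, DTT and Tween 20. Disruption of binding lowers the polarization signal.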
Epigenetic mod = epigenetic modulators derepressing GFP locus in mouse cells. Potency, µM (series often up to 46.1 µM), without a hit: at the top dose GFP derepression (activation). mouse C127i GFP locus derepression, cytometry, 30 h. actives 0.09% (n = 68,000); further: % of control where 0% means no effect
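Read-out is the number of GFP-positive cells, scored as fluorescent objects 20 to 120 um wide, reflecting derepression of a silenced CMV-GFP reporter in murine C127i cells after 30 h compound exposure at 37 C.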
15-hLO inh = 15-hLO (ALOX15) enzyme inhibition. actives 1.4% (n = 74,000). AID 887. Potency, µM (highest dose often 57.1 µM), for the others: top-dose activity change, negative = inhibition, actives largely listed as inhibitors. purified 15hLO-1, xylenol orange hydroperoxide absorbance. P16050; further: potency means the concentration at half of the fitted maximal effect; on the % scale 0 is the no-effect control and ±100 the full control effect; nearly all actives have a fitted effect of over 55% in size
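Purified human 15hLO-1 (40 nM final) in 25 mM Hepes pH 7.5, 0.01% Triton X-100 was preincubated with compound 15 min at room temperature, then reacted 6 min with 50 uM arachidonic acid; hydroperoxide detected by Fe-XO, 573/405 nm absorbance ratio.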
A350 fluor = compound fluoresces in the Alexa 350 spectral region. Compound autofluorescence, 340/450 nm, Alexa 350 dye-equivalents; stronger effect = higher value. AID 590. actives 11% (n = 59,000). max dye-equivalent concentration, M; in the data active means max dye-equivalent concentration above about 10 nM; inconclusive means mostly about 1.1 nM to 9.6 nM
HBB splicing = hemoglobin beta splicing modulation | actives 0.06% (n = 65,000) | HBB splicing reporter cell assay, activation; EGFP reporter with mutant IVS2-654 intron; response scale: normalised to 500 nM splice-correcting PNA | AID 925 | Potency, µM (doses to about 46.1 µM), for the others: at the highest dose activation, actives largely listed as activators; further: potency means the concentration at half of the fitted maximal effect; 0% is about no effect
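Compounds were applied for 2 days to HeLa EGFP-654 cells, 500/well in Optimem with 2% FCS. The reporter's EGFP is disrupted by mis-splicing of beta-globin intron IVS2-654. Readout: summed well GFP fluorescence from 488 nm laser scanning; reference was 500 nM antisense […] 654 PNA.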
UbGFP stabilizer = inhibits proteasome, raising ubiquitin-GFP reporter fluorescence. Ubiquitin-GFP reporter cells, proteasome inhibition, GFP fluorescence; response scale: untreated = 0%, 10 µM MG-132 = 100%. Potency, µM (titrated, usually from 45.9 µM), without a hit: top-dose activation (GFP accumulation), usual class: activators. 67,000 tested, under 10 active. AID 526; active means well fitted activation curve with a large enough effect, not every such curve was filed as active; inconclusive means small, poorly fitted or top-dose-only effect, or another doubt; inactive means no such curve, though single readings can be large or run the other way; further: potency means the concentration at half of the fitted maximal effect
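U2OS cells stably expressing ubiquitin(G76V)-GFP, seeded overnight in 0.5% FBS medium, were exposed to compounds (qHTS, 46 uM to 2.9 nM) for 4 hr at 37 °C. GFP-positive cells were counted by laser cytometry (488 ex/515 em), normalized between basal and 10 uM MG-132.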
Hsp90 Hop PPI = changes Hsp90-Hop TPR2A binding signal, up or down; AlphaScreen TPR2A-His6 binding biotin-Hsp90 C-terminal peptide; Potency, µM (doses to about 57 µM), for inactives: top-dose activity change, negative = inhibition; actives 0.44% (n = 71,000); AID 595; active means well fitted curve in either direction with a large enough effect; inconclusive means small, poorly fitted or top-dose-only effect, or another doubt; further: potency means the concentration at half of the fitted maximal effect; on the % scale 0 is the no-effect control and ±100 the full control effect; many of its hits are not listed in these tables
An asterisk follows results filed as active; & = joins results of further samples; [ ] = dose if it differs, or a comment. Unless noted, the call rests on the fitted dose curve; in most records, active means well fitted curve in the direction sought with a large enough effect; inconclusive means small, poorly fitted or top-dose-only effect, or another doubt; inactive means no such curve, though single readings can be large; an effect the other way counts as inactive or inconclusive.

Results for COc1ccc(-c2noc(CN(C(=O)c3ccc(OC(C)=O)cc3)C(C)C)n2)cc1OC ?
CRE-bla Fsk: inconclusive; 4MU fluor: inactive; Pol III holo inh: -7%; BRCT inh red: -0.3%; BRCT inh green: 1.2%; Epigenetic mod: -7%; 15-hLO inh: 3%; A350 fluor: inactive; HBB splicing: -0.2%; UbGFP stabilizer: 3%; Hsp90 Hop PPI: -2%

Results for Cn1c(N)c(C(=O)COC(=O)C2(c3ccc(F)cc3)CCCC2)c(=O)n(C)c1=O ?
CRE-bla Fsk: 0%; 4MU fluor: inactive; Pol III holo inh: -9%; BRCT inh red: -0.7%; BRCT inh green: 3.0%; Epigenetic mod: -2%; 15-hLO inh: -9%; A350 fluor: inconclusive; HBB splicing: -6.6%; UbGFP stabilizer: -1%; Hsp90 Hop PPI: 0%

What do the screens show for `Cc1cc(=O)n2nc(N3CCCC(C(=O)NCCCN4CCc5ccccc5C4)C3)sc2n1` (configuration not stated)?
CRE-bla Fsk: -17%; 4MU fluor: inactive; Pol III holo inh: -3%; BRCT inh red: -1.7%; BRCT inh green: -0.4%; Epigenetic mod: 1%; 15-hLO inh: 5%; A350 fluor: inactive; HBB splicing: -2.6%; UbGFP stabilizer: -14%; Hsp90 Hop PPI: 2%

Results for CCn1c(=O)cc(SCC(=O)NCCCN2CCN(c3ccc(F)cc3)CC2)c2ccccc21 ?
CRE-bla Fsk: -10%; 4MU fluor: inactive; Pol III holo inh: -8%; BRCT inh red: -0.4%; BRCT inh green: 1.4%; Epigenetic mod: -2%; 15-hLO inh: -4%; A350 fluor: inactive; HBB splicing: -0.5%[0.369 µM]; Hsp90 Hop PPI: -5%

How did CCOC(=O)N1CCC(N2Cc3cccc(C(=O)NCc4ccc5c(c4)OCO5)c3C2=O)CC1 do in these assays?
CRE-bla Fsk: 10%; 4MU fluor: inactive; Pol III holo inh: -9%; BRCT inh red: -3.2%; BRCT inh green: -3.6%; Epigenetic mod: 6%; 15-hLO inh: -22%; A350 fluor: inactive; HBB splicing: -0.8%; UbGFP stabilizer: -2%; Hsp90 Hop PPI: 0%

Results for COc1ccc(-n2[nH]c(C)cc2=O)cc1 ?
CRE-bla Fsk: -15%; 4MU fluor: inactive; Pol III holo inh: -2%; BRCT inh red: -0.5%; BRCT inh green: -3.7%; Epigenetic mod: 2%; 15-hLO inh: -4%; A350 fluor: inactive; HBB splicing: -0.5%; UbGFP stabilizer: 1%; Hsp90 Hop PPI: -4%

What do the screens show for `Cn1c(CNc2nc3ccccc3n2C)nc2ccccc21`?
CRE-bla Fsk: 8%; Pol III holo inh: 4%; BRCT inh red: 0.1%; BRCT inh green: -3.5%; Epigenetic mod: 2%; 15-hLO inh: 15%; HBB splicing: 0.4%; UbGFP stabilizer: -6%; Hsp90 Hop PPI: inconclusive

Results for COC(=O)c1ccccc1NC(=O)CN(C)S(=O)(=O)c1ccc(OC)cc1 ?
CRE-bla Fsk: -3%; 4MU fluor: inactive; Pol III holo inh: -2%; BRCT inh red: -0.3%; BRCT inh green: -0.3%; Epigenetic mod: 0%; 15-hLO inh: -3%; A350 fluor: inactive; HBB splicing: 0.3%; UbGFP stabilizer: -9%; Hsp90 Hop PPI: 1%

What do the screens show for `Cn1nc(C(=O)Nc2cccnc2)c2ccccc2c1=O`?
CRE-bla Fsk: 10µM*; 4MU fluor: 6.4e-07M*; Pol III holo inh: -6%; BRCT inh red: -0.6%; BRCT inh green: 0.4%; Epigenetic mod: -3%; 15-hLO inh: 3%; A350 fluor: 6.2e-07M*; HBB splicing: -2.2%; UbGFP stabilizer: -3%; Hsp90 Hop PPI: -4%

How did N#CCSc1nnc(Cc2ccc3c(c2)OCO3)o1 do in these assays?
CRE-bla Fsk: -3%; 4MU fluor: inactive; Pol III holo inh: 2%; BRCT inh red: -3.9%; BRCT inh green: -0.3%; Epigenetic mod: -3%; 15-hLO inh: -24%; A350 fluor: inactive; HBB splicing: 1.2%; UbGFP stabilizer: -1%; Hsp90 Hop PPI: -2%

How did CCOC(=O)c1cnc(SCC(=O)Nc2ccc(NC(=O)CC)c(OC)c2)nc1N do in these assays?
CRE-bla Fsk: inconclusive; 4MU fluor: inactive; Pol III holo inh: 1%; BRCT inh red: 0.6%; BRCT inh green: -0.8%; Epigenetic mod: 1%; 15-hLO inh: 5%; A350 fluor: inactive; HBB splicing: -0.1%[57.5 µM]; UbGFP stabilizer: -2%; Hsp90 Hop PPI: -2%

How did O=C(NCc1cn2ccsc2n1)c1cccs1 do in these assays?
CRE-bla Fsk: -7%; Pol III holo inh: -5%; BRCT inh red: -0.8%; BRCT inh green: 1.4%; 15-hLO inh: 5%; HBB splicing: -0.8%; UbGFP stabilizer: -4%; Hsp90 Hop PPI: -4%

Results for O=C(CSc1nc2sc3c(c2c(=O)n1-c1ccccc1)CCCC3)NCc1ccco1 ?
CRE-bla Fsk: inconclusive; Pol III holo inh: -5%; BRCT inh red: 0.8%; BRCT inh green: -2.8%; 15-hLO inh: 2%; HBB splicing: 0.1%; UbGFP stabilizer: -1%; Hsp90 Hop PPI: -4%

How did CC1CCN(c2ccc(NC(=O)c3cccnc3)cc2)CC1 do in these assays?
CRE-bla Fsk: -2%; 4MU fluor: inactive; Pol III holo inh: -4%; BRCT inh red: 1.0%; BRCT inh green: -8.5%; Epigenetic mod: 0%; 15-hLO inh: -7%; A350 fluor: inactive; HBB splicing: -0.2%; UbGFP stabilizer: 0%; Hsp90 Hop PPI: -12%

How did CN(C)S(=O)(=O)c1cccc(C(=O)Nc2cc(Cl)ccc2O)c1 do in these assays?
CRE-bla Fsk: 0%; 4MU fluor: 6.4e-08M*; Pol III holo inh: -2%; BRCT inh red: -1.0%; BRCT inh green: -1.1%; Epigenetic mod: -5%; 15-hLO inh: -24%; A350 fluor: 4.2e-08M*; HBB splicing: -1.4%; UbGFP stabilizer: 3%; Hsp90 Hop PPI: 2%

What do the screens show for `COc1ccc(NC(=O)CSc2nnc(Cn3c(=O)sc4ccccc43)n2C)c(OC)c1`?
CRE-bla Fsk: -3%; Pol III holo inh: -2%; BRCT inh red: -1.2%; BRCT inh green: -0.2%; Epigenetic mod: 0%; 15-hLO inh: -2%; HBB splicing: -0.9%; UbGFP stabilizer: 13%; Hsp90 Hop PPI: -2%

How did CC(C)c1nc2cc3ccccc3cc2[nH]1 do in these assays?
CRE-bla Fsk: -2%; 4MU fluor: inactive; Pol III holo inh: -4%; BRCT inh red: 1.4%; BRCT inh green: -1.3%; Epigenetic mod: 1%; 15-hLO inh: 8%; A350 fluor: inactive; HBB splicing: -0.2%[57.5 µM]; UbGFP stabilizer: 3%; Hsp90 Hop PPI: 2%

Results for COCCOC(=O)/C=C1/NC(=O)CS1 ?
CRE-bla Fsk: inconclusive; 4MU fluor: inactive; Pol III holo inh: 2%; BRCT inh red: -0.2%; BRCT inh green: -0.9%; Epigenetic mod: 5%; 15-hLO inh: 3%; A350 fluor: inactive; HBB splicing: 2.3%[57.5 µM]; UbGFP stabilizer: 1%; Hsp90 Hop PPI: -4%

What do the screens show for `O=C(O)C1=C/C(=C(/c2ccccc2)c2cc(C(=O)O)c(O)c3ccccc23)c2ccccc2C1=O`?
CRE-bla Fsk: -7%&-2%[7.6 µM]; 4MU fluor: inactive; Pol III holo inh: -1%&0%[11.4 µM]; BRCT inh red: -0.7%&0.3%[15.4 µM]; BRCT inh green: -2.3%&-0.1%[15.4 µM]; Epigenetic mod: 0%&4%[9.22 µM]; 15-hLO inh: 5%&4%[11.4 µM]; A350 fluor: inactive; HBB splicing: 2.0%&1.1%[9.22 µM]; UbGFP stabilizer: -2%&0%[9.17 µM]; Hsp90 Hop PPI: -3%&-4%[11 µM]

How did Cn1c(CCN2CCCCC2)nc2cc(NS(=O)(=O)c3ccc(F)cc3)ccc21 do in these assays?
CRE-bla Fsk: -26%; 4MU fluor: inactive; Pol III holo inh: -7%; BRCT inh red: -0.5%; BRCT inh green: 0.1%; Epigenetic mod: 2%; 15-hLO inh: -4%; A350 fluor: inactive; HBB splicing: -3.0%[57.5 µM]; UbGFP stabilizer: 6%; Hsp90 Hop PPI: 0%
